Screens from PubChem.
Wnt act: Wnt/beta-catenin pathway activators, primary screen, cell-based, plate reader, single point; Wnt/beta-catenin reporter cell assay, activator; 300,000 tested, 1.2% active; activation, % at 9.35 µM; in the data active = activation above about 30%, passing the limit was not always enough; inconclusive = no clear call, values can overlap the other calls;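 also: 0% = neutral control wells and 100% = positive control wells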
Tat transport: E. coli Tat export inhibitors, primary screen, MC4100, TorA-mCherry reporter, fluorescence, single point; inhibition, % at 10 µM; AID 488895, 2010; 340,000 tested, 0.036% active;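 active = mean replicate inhibition at least 50% and at least half of replicates individually reaching 50%; inconclusive = only one of the two criteria met; inactive = neither criterion met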;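 also: exported cargo escapes ClpAP degradation while cytoplasmic cargo is degraded and loses fluorescence; 0% = median of neutral control wells and 100% = median of NaSCN control wells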
Ecoli viability: E. coli V3065 growth inhibition, primary screen, counter-screen for AddAB inhibitor project, absorbance, OD600; inhibition, % at 11.9 µM; AID 449728, 2010; 18 h; 330,000 tested, 0.27% active;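 active = inhibition above the campaign's mean inhibition across all tested compounds plus 3 SD, cut at about 9.9% in these data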;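 also: uninfected addAB+ strain grown without phage in ampicillin broth; 0% = DMSO wells and 100% = ciprofloxacin 0.95 µg/ml wells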
CAL PDZ FP-1: untagged CAL PDZ binding inhibitors, primary screen, biochemical, fluorescence polarization, HTS; AID 602252, 2012; 300,000 tested, 0.92% active; Golgi-associated PDZ and coiled-coil motif-containing protein (Homo sapiens), Q9HD26; purified CAL PDZ, TMR-peptide fluorescence polarization, 1 h; inhibition, % at 24.9 µM;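 active = mean inhibition of at least 30% with at least half of replicates also reaching 30%; inconclusive = no clear call, values can overlap the other calls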;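 also: 0% = DMSO neutral control and 100% = excess unlabeled competitor peptide PRC23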
phage Ecoli inh: growth loss of phage-infected E. coli, primary screen, RecBCD inhibitor project, absorbance, with phage, HTS. inhibition, % at 11.9 µM. 360,000 tested, 0.26% active. AID 651602, 2012; in the data active = inhibition above about 11%
AddAB inh: growth inhibition of E. coli expressing H. pylori AddAB, primary screen, AddAB inhibitor project, absorbance; inhibition, % at 11.9 µM; 330,000 tested, 0.29% active; AID 435030, 2010; in the data active = inhibition above about 12%;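 also: 0% = vehicle wells of infected cells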
SR-BI HDL uptake: inhibitors of SR-BI mediated HDL lipid uptake, primary screen, ldlA[mSR-BI] cells, fluorescence, single point; 320,000 tested, 0.96% active; inhibition, % at 12.5 µM; ldlA[mSR-BI] CHO cells, DiI-HDL uptake fluorescence, 3 h; AID 488896, 2010;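 active = mean replicate inhibition of at least 70% and a set share of replicates each scoring 70 or more; inconclusive = meets just one of the two criteria; inactive = fails both criteria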;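 also: 0% = median of neutral control wells and 100% = median of positive control wells; values of inactives mirror those of a sister screen read the other way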
Target sequence (Q61009 whole entry, looked up): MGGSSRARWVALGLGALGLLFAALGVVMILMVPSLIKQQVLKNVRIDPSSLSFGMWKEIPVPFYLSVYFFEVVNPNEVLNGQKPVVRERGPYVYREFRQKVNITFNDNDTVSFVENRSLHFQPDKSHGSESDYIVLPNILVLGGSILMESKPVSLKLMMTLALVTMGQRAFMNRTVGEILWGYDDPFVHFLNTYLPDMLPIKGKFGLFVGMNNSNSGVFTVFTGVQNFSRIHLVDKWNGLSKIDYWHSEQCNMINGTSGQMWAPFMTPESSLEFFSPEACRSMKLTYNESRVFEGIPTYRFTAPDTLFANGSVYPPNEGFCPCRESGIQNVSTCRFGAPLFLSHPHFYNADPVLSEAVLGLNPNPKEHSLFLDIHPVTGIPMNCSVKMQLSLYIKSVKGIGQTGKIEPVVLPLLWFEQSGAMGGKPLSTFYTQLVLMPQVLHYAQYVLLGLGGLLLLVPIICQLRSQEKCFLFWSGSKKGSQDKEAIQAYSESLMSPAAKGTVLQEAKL
MITF act: activators of MITF-driven TRPM1 promoter reporter, primary screen, cell-based, SK-MEL-5, luciferase, single point; SK-MEL-5 TRPM1-promoter luciferase, 24 h; % of positive control, neutral wells = 0; activation, % at 12.5 µM; 300,000 tested, 0.75% active;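 active = mean activation of at least 80% with every replicate also reaching 80%; inconclusive = mean reaches 80% but some replicate falls short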;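 also: 0% = neutral control wells and 100% = parthenolide positive control wells; values of inactives mirror those of a sister screen read the other way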
SR-BI DiI-HDL act: activators of SR-BI mediated DiI-HDL uptake, primary screen, ldlA[mSR-BI] CHO cells, DiI fluorescence | AID 504775, 2011 | activation, % at 12.5 µM | 320,000 tested, 0.096% active | 3 h; 100 = double the neutral-control signal;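 active = mean replicate activation of at least 60% and every replicate at or above 60%; inconclusive = mean or all-replicate condition met, but not both; inactive = mean below 60% and not all replicates reaching 60%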;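 also: 0% = median plate neutral-control signal and 100% = twice that signal; values of inactives mirror those of a sister screen read the other way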
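System: LDL receptor-deficient CHO ldlA cells overexpressing murine SR-BI | Timing: 3 h uptake period with compound, 37 °C | Medium: HEPES-buffered (25 mM, pH 7.4) F12 plus 0.5% BSA | Dosing: Single-point compound dose | Signal: Bottom-read fluorescence, 550/595 nm | Read-out: Retained DiI signal reflecting DiI-HDL uptake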
CAL PDZ FP-2: CAL PDZ peptide-binding inhibitors, primary screen, biochemical, fluorescence polarization, Cer-tagged CAL PDZ, HTS; Golgi-associated PDZ and coiled-coil motif-containing protein (Homo sapiens), Q9HD26; purified CAL PDZ, TMR-peptide fluorescence polarization, 1 h; AID 504414, 2011; 330,000 tested, 0.02% active; inhibition, % at 20 µM;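 active = highest replicate inhibition of at least 40%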;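 also: plate controls were DMSO neutral control wells for no effect and unlabeled competitor peptide control wells for full effect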
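Material – purified CerCALP PDZ construct · Detection – FP readout, S and P plane fluorescence · Measure – percent inhibition from loss of millipolarization · Controls – unlabelled peptide for full inhibition, DMSO wells as neutral · Probe or stimulus – TMR-labelled reporter peptide T*-PRC34 bound in PDZ groove · Times – 1 h at RT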
* = called active by the depositor; ? = inconclusive; nt = not tested or not shown.

SMILES | Wnt act | Tat transport | Ecoli viability | CAL PDZ FP-1 | phage Ecoli inh | AddAB inh | SR-BI HDL uptake | MITF act | SR-BI DiI-HDL act | CAL PDZ FP-2
CC1CCCCN1C(=O)CCn1c(=S)oc2ccccc21 (centres undefined) | 11 | -9 | -0.2 | -1 | -1.9 | 1.0 | nt | 25 | nt | -2.3
O=[N+]([O-])c1cc2c(c(CSc3ncccn3)c1)OCOC2 | 1 | -1 | 2.4 | -3 | 2.4 | 2.1 | 26 | 30 | -26 | 0.5
CC1CC2(C)Oc3ccccc3CC2C(C)C1CNCCCN(C)C (centres undefined) | -3 | 3 | -0.1 | -3 | 3.2 | -1.4 | -41 | -96 | 41 | -0.2
Cc1cc(C)cc(NS(=O)(=O)c2ccc3c(c2)C(C)(C)C(=O)N3C)c1 | -1 | -2 | -1.8 | -2 | 3.3 | 4.5 | 13 | 6 | -13 | 0.5
Cc1nonc1CC(=O)NC1CCCc2c1cnn2-c1ccc(F)cc1F (centres undefined) | -4 | -7 | -4.8 | -4 | 0.6 | 4.0 | -15 | -11 | 15 | 0.1
Cn1c(-c2cc(Br)ccc2O)n[nH]c1=S | nt | 2 | 0.8 | -4 | 1.7 | 7.1 | -3 | 3 | 3 | -2.3
Cc1ccc(NC(=O)/C(=C\c2ccccc2)NC(=O)c2ccco2)cc1 | 4 | 5 | 0.6 | -5 | 2.9 | 0.6 | 4 | 10 | -4 | 0.5
COc1ccc(OC)c(S(=O)(=O)N2CCC(C(=O)Nc3cccc(C)c3C)CC2)c1 | -3 | -11 | 1.8 | -5 | 0.3 | 3.0 | -23 | -3 | 23 | 0.4
CCN(CC)CCCn1c2c(c(SCC(=O)Nc3ccc(OC(F)(F)F)cc3)nc1=O)CCC2 | -4 | 4 | -1.3 | -5 | -0.8 | 0.8 | 3 | 3 | -3 | -1.6
Cc1nn(C)cc1/C=N/NC(=O)c1ccc2c(c1)OCO2 | -2 | 11 | 0.8 | -4 | 1.7 | 1.2 | -6 | 27 | 6 | nt
CC(=O)Nc1nonc1NC(=O)c1ccc(C(C)(C)C)cc1 | 55* | 1 | 0.5 | 6 | 0.9 | 1.1 | 0 | nt | 0 | -3.5
O=C1N=C(N2CCCC2C(=O)O)S/C1=C\c1ccco1 (centres undefined) | nt | 1 | -2.8 | -2 | 3.9 | 3.1 | -14 | -7 | 14 | -0.7
COc1ccc(C2NC(=O)c3ccccc3N2)cc1OC (centres undefined) | 11 | -1 | -0.4 | 0 | 0.7 | 0.1 | 13 | 43 | 4 | -1.0
FC(F)(F)c1cccnc1Oc1ccc(C2=NCCS2)cc1 | 3 | 4 | -0.1 | 6 | 2.4 | -1.9 | 33 | nt | -33 | -1.2
Cc1noc(C(=O)NCC2CCCO2)c1Cl (centres undefined) | 1 | -1 | -1.9 | 2 | -0.2 | -0.3 | -14 | 1 | nt | -1.6
CC(=O)Oc1ccc(-c2csc(Nc3ccc(Cl)cn3)n2)cc1 | 8 | -7 | 0.5 | nt | 2.9 | 1.4 | 42 | nt | -42 | 1.7
COC(=O)CSc1ccsc1C(=O)O | 1 | 1 | -0.1 | -1 | 2.0 | 0.3 | -5 | 15 | 5 | -1.4
Cc1c(C(C)O)nnn1-c1nonc1N (centres undefined) | 12 | 1 | -4.0 | 0 | -1.8 | -0.5 | -31 | -1 | 31 | -0.7
COc1ccc(C(=O)NCCCNC(=O)c2cccnc2)cc1Br | -1 | -7 | 1.9 | 1 | -1.7 | 0.8 | -6 | 2 | nt | -1.0
Cc1c(C)c2ccc(Oc3ccc([N+](=O)[O-])cc3C(F)(F)F)c(C)c2oc1=O | nt | 6 | 0.3 | 0 | 0.5 | 2.0 | -2 | -7 | 2 | -1.2

Full records as entered above. Values in the order: Wnt act	Tat transport	Ecoli viability	CAL PDZ FP-1	phage Ecoli inh	AddAB inh	SR-BI HDL uptake	MITF act	SR-BI DiI-HDL act	CAL PDZ FP-2
`FC(F)(F)c1cccnc1Oc1ccc(C2=NCCS2)cc1` reads 3	4	-0.1	6	2.4	-1.9	33	nt	-33	-1.2
`COc1ccc(C(=O)NCCCNC(=O)c2cccnc2)cc1Br` reads -1	-7	1.9	1	-1.7	0.8	-6	2	nt	-1.0
`CC(=O)Oc1ccc(-c2csc(Nc3ccc(Cl)cn3)n2)cc1` reads 8	-7	0.5	nt	2.9	1.4	42	nt	-42	1.7
`O=C1N=C(N2CCCC2C(=O)O)S/C1=C\c1ccco1` (centres undefined) reads nt	1	-2.8	-2	3.9	3.1	-14	-7	14	-0.7

Going on with the list:
SMILES | Wnt act | Tat transport | Ecoli viability | CAL PDZ FP-1 | phage Ecoli inh | AddAB inh | SR-BI HDL uptake | MITF act | SR-BI DiI-HDL act | CAL PDZ FP-2
CCCCC/C=C/C1=CC(=O)C[C@H](c2ccc3c(c2)OCO3)C1 | -2 | 2 | -2.9 | 1 | 2.7 | -1.9 | -2 | 16 | 2 | -5.5
O=C(Nc1nc2ccsc2c(=O)s1)c1ccc(F)cc1 | -3 | nt | 0.8 | nt | 4.5 | 2.7 | nt | nt | nt | nt
S=c1nc[nH]c2c1[nH]c1ccc(Cl)cc12 | 6 | -6 | -1.3 | -1 | 1.5 | 0.2 | nt | -7 | nt | -0.6
COc1ccc(C(=O)NC(=S)NCC2CCCO2)cc1 (centres undefined) | nt | 3 | 0.3 | -1 | 3.0 | 1.3 | -1 | 38 | 1 | -2.6
O=C(COC(=O)c1ccc(Sc2ccccc2)c([N+](=O)[O-])c1)NC1CCCc2ccccc21 (centres undefined) | 0 | 3 | -1.9 | -1 | 0.2 | -0.5 | 8 | 0 | -8 | nt
Cc1ccccc1C(=O)NCCn1cc(SCC(=O)NCC2CCCO2)c2ccccc21 (centres undefined) | -2 | 0 | -0.2 | -1 | 1.8 | 3.9 | 11 | 7 | -11 | -3.2
COc1ccc(NCc2nnc(SCC(=O)Nc3cc(C)cc(C)c3)o2)cc1 | nt | -4 | 1.5 | 0 | 3.0 | 3.3 | -3 | -1 | 3 | 0.5
C/C(=N\NC(=O)CCc1c(C)n[nH]c1C)c1ccc([N+](=O)[O-])cc1 | -3 | 1 | -3.2 | nt | 3.4 | -0.2 | nt | nt | nt | 0.4
C/C=C\C=C/C(=O)Nc1cccc(C2=NOC3(C2)C[C@H](C(N)=O)N(C(=O)Cc2ccc([N+](=O)[O-])cc2)C3)c1 (some centres undefined) | -5 | -5 | -2.7 | 4 | 0.3 | 0.4 | 35 | 3 | -35 | -1.0
Cc1cc(O)c(CN2CCN(S(=O)(=O)c3cccs3)CC2)cc1C(C)C | -1 | -1 | -1.2 | nt | 0.6 | 1.4 | 7 | -5 | -7 | 0.5
OC(CNC1CCCC1)COc1ccc(F)cc1 (centres undefined) | -1 | 3 | nt | -10 | 3.8 | nt | -2 | 5 | 2 | -1.3
CCN(C(=O)COc1ccccc1)C1CCCCC1 | 3 | -6 | -0.2 | -2 | -3.4 | 0.5 | -6 | 14 | 6 | -1.0
CC/C(CC(=O)C(F)(F)F)=N\NC(=O)/C(C#N)=C/N(C)C | -1 | -5 | 1.1 | -4 | 2.6 | 3.6 | 2 | 9 | -2 | -0.6
Cc1ccc(C(=O)NCCNC(=O)c2ccc(F)cc2)cn1 | 0 | -6 | 0.1 | -5 | 0.8 | 3.5 | -10 | -10 | 10 | -2.9
c1ccc(Sc2nc(N3CCCCC3)nc(N3CCCCC3)n2)nc1 | -2 | 0 | -1.9 | -4 | 0.3 | 2.9 | 18 | -2 | -18 | -0.1
O=C(CCN1C(=O)C2C3C=CC(C3)C2C1=O)NCC1CCCO1 (centres undefined) | nt | 9 | 0.9 | 0 | 1.7 | 0.1 | 5 | -1 | -5 | 0.2
COC(=O)N/N=C(\C)c1ccccc1OC(F)F | nt | -2 | 3.1 | -1 | 3.3 | 1.2 | -22 | 5 | 22 | 0.0
O=C(NC1CCCc2ccccc21)C1CCN(c2c3c(nc4ncnn24)CCC3)CC1 (centres undefined) | -2 | 9 | 0.7 | -3 | 1.1 | 0.1 | 52 | -9 | -52 | -2.8
C/C(CC1CC(C)(C)OC1=O)=N/Nc1nc(-c2ccccc2)cs1 (centres undefined) | 1 | -4 | -2.8 | -1 | 1.2 | 1.3 | 28 | 55 | -28 | -2.4
CCC(CC)C(=O)Nc1nnc(S(=O)(=O)Nc2ccccc2C)s1 | 9 | -3 | -0.2 | 2 | -0.2 | -3.5 | -19 | -14 | 19 | 0.9
CCOC(=O)C1=C(C)N(CCCC(=O)O)C(=O)NC1c1ccc2ccccc2c1 (centres undefined) | -1 | -2 | -1.7 | nt | 4.0 | 2.9 | -3 | 6 | 3 | -3.7
COc1cc(Cl)ccc1OCc1cc(C(=O)N(C)C2CCOC2)no1 (centres undefined) | 1 | 2 | -1.0 | -5 | 2.2 | 1.5 | -1 | 66 | 1 | -0.5
Cn1cc(C(=O)N2CCN(c3ccccn3)CC2)c(=O)c2cc(S(=O)(=O)N3CCOCC3)ccc21 | nt | -7 | -3.4 | 4 | 3.5 | 0.0 | -7 | -5 | 7 | 1.1
CCCOC(=O)c1ccc(NC(=O)CC(C)(C)C)cc1 | ? | 6 | 2.3 | -3 | 4.2 | 4.5 | 13 | 71 | -13 | -3.0
CCCn1c(-c2cccs2)nc2nc3ccccc3nc21 | 2 | -8 | -1.3 | -2 | 1.9 | 2.9 | 17 | nt | -17 | -2.7
CCOc1ccc(C(C(=O)NCC2CCCO2)N(C(=O)c2snc(C(N)=O)c2N)c2ccc3c(c2)OCCO3)cc1 (centres undefined) | 0 | 17 | -2.0 | -2 | 0.6 | 2.6 | -21 | 5 | 21 | -2.5
Cc1ccc(NC(=O)CSC2=C(C#N)C(c3ccco3)C3=C(CCCC3=O)N2)cc1 (centres undefined) | 4 | -11 | 1.8 | -2 | 0.2 | 2.4 | 14 | nt | -14 | -3.9
CCCS(=O)(=O)N1CCCC(C(=O)NCCN(CC)CC)C1 (centres undefined) | nt | -3 | 0.4 | -2 | -0.9 | 1.4 | -29 | -7 | nt | -0.9
COc1cc(NC(=O)CSc2nc3ncnc(N)c3[nH]2)c(C(=O)O)cc1OC | -2 | 5 | 0.9 | -26 | 1.4 | 5.7 | 0 | -10 | 0 | -2.2
CCc1c(O)nc(SCC(=O)Nc2ccccc2OC)[nH]c1=O | nt | 0 | -3.0 | 3 | 2.0 | -1.3 | -24 | 2 | 24 | -2.1
